miR-122 sensor: miR-122 Renilla sensor signal increase in Huh7, primary screen, miR-122 inhibitor project, cell-based, single point, plate reader | 340,000 compounds, 0.3% hits | AID 602342, 2012 | Huh7 miR-122 Renilla luciferase sensor, 48 h; neutral wells = 0, positive control = 100 | activation (reporter increase), % at 12.5 µM;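 active = mean replicate activation score at least 90 and every replicate individually at or above 90; inconclusive = only one of the two criteria met; inactive = neither criterion met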;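 also: higher luciferase means less miR-122 activity so hits act as miR-122 inhibitors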
PGC1a acetyl inh: inhibitors of PGC1a acetylation signal, primary screen, cell-based, U2OS, AlphaScreen, inhibitor mode | AlphaScreen anti-acetyl-lysine; with virally co-expressed GCN5 acetyltransferase | inhibition, % at 15.6 µM | 350,000 compounds, 0.17% hits;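 active = every replicate shows inhibition of at least 40%; inconclusive = mean inhibition at least 40% but some replicate below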;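 also: 0% = neutral control wells and 100% = positive control wells; some results beyond the cut were filed as inactive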
E-selectin induc: E-selectin induction in HUVECs, primary screen, imaging, HUVEC, immunofluorescence imaging, single point. P16581. normalized: neutral wells 0, TNF-alpha wells 100. activation, % at 7.58 µM. 260,000 compounds, 0.37% hits;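 active = mean E-selectin-positive cell signal at least 10% of the positive control, reached in at least 60% of replicates, without over 20% cell loss; inconclusive = no rule given, readout overlaps actives, possibly toxicity-flagged; inactive = the rest, including those meeting only one limit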;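 also: in these data hits start at about 27%; measured in HUVEC primary endothelial cells; signal is the percent of cells scored E-selectin positive by PE staining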
Target sequence (P16581 whole entry, looked up): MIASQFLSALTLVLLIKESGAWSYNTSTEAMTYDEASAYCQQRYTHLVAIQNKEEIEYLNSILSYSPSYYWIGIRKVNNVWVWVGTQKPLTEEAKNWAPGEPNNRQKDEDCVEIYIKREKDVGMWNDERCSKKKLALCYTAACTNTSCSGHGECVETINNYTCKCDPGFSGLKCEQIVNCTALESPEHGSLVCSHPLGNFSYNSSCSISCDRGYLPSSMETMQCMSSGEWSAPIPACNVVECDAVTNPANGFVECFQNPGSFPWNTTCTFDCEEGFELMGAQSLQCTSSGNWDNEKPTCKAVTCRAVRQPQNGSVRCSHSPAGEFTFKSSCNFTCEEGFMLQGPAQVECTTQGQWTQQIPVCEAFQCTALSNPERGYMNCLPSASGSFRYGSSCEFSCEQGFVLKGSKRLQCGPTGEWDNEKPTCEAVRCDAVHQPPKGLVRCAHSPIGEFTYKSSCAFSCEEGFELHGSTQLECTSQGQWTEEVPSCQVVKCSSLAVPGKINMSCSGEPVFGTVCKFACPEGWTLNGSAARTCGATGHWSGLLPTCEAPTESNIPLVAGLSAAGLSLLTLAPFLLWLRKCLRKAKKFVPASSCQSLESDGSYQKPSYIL
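Assay system: HUVEC, human umbilical vein endothelial cells / Amount: 3,000 HUVEC/well / Controls: TNF-alpha positive control, DMSO neutral control / Compound dosing: single concentration / Medium: EGM-2 over gelatin coat / Evaluation: percent E-selectin-positive cells / Signal: immunofluorescence imaging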
Starred values were filed as active, the others as inactive; ? = inconclusive; & = joins results of further samples; [ ] = dose if it differs, or a comment. Some of the compounds tested; the hit share may differ from the screen's.

Each structure is followed by: miR-122 sensor	PGC1a acetyl inh	E-selectin induc
- C[C@H](CO)N1C[C@H](C)[C@@H](CN(C)C(=O)C2CC2)Oc2cc(C#CCN(C)C)ccc2S1(=O)=O
  12[16.7 µM]	13	-0.5
- C/C=C/c1cnc2c(c1)C(=O)N([C@@H](C)CO)C[C@H](C)[C@@H](CN(C)C(=O)CCN1CCCCC1)O2
  3[16.7 µM]	-5	-0.1
- C[C@@H]1CN([C@H](C)CO)C(=O)c2cc(NC(=O)NC3CCCCC3)ccc2O[C@@H](C)CCCCO[C@H]1CN(C)C
  -4[16.7 µM]	0	-0.2
- CC(C)NC(=O)Nc1ccc2c(c1)C(=O)N([C@@H](C)CO)C[C@@H](C)[C@@H](CN(C)S(=O)(=O)c1cccs1)O2
  4[16.7 µM]	-3	4.6
- CNC[C@H]1OCCCC[C@H](C)Oc2ccc(NC(=O)CCC(F)(F)F)cc2C(=O)N([C@@H](C)CO)C[C@@H]1C
  11[16.7 µM]	4	0.0
- CCCC(=O)Nc1ccc2c(c1)C(=O)N(C)C[C@@H](OC)[C@@H](C)CN(CC1CCOCC1)[C@@H](C)CO2
  18[16.7 µM]	24	-0.2
- C[C@H](CO)N1C[C@H](C)[C@H](CN(C)S(=O)(=O)c2ccc(Cl)cc2)Oc2ccc(NC(=O)Cc3cn(C)c4ccccc34)cc2CC1=O
  -7[16.7 µM]	-5	-12
- CO[C@@H]1CN(C)C(=O)c2cc(NC(=O)Nc3cccc(F)c3)ccc2OC[C@H](C)N(C(=O)C2CC2)C[C@H]1C
  -1[16.7 µM]	-3	-0.5
- C[C@H](CO)N1C[C@H](C)[C@@H](CN(C)CC2CC2)Oc2cc(C#C[C@@H](C)O)ccc2S1(=O)=O
  -2[16.7 µM]	-7	0.4
- C[C@@H]1CN([C@H](C)CO)S(=O)(=O)c2ccc(C#CC3CC3)cc2O[C@H]1CN(C)C(=O)Nc1cc(F)ccc1F
  7[16.7 µM]	15	-0.2
- COc1cccc(NC(=O)N(C)C[C@@H]2OCc3cn(nn3)CCCC(=O)N([C@@H](C)CO)C[C@@H]2C)c1
  1[16.7 µM]	12	0.6
- COc1ccc(NC(=O)Nc2ccc3c(c2)CC(=O)N([C@H](C)CO)C[C@@H](C)[C@@H](CN(C)S(=O)(=O)c2ccc(C)cc2)O3)cc1
  0[16.7 µM]	9	2.5
- C[C@H](CO)N1C[C@H](C)[C@H](CN(C)C(=O)C2CC2)Oc2ncc(C#CC3(O)CCCC3)cc2C1=O
  -9[16.7 µM]	1	0.7
- C[C@@H]1CN([C@@H](C)CO)C(=O)c2cc(/C=C/c3ccccc3)cnc2O[C@H]1CN(C)C(=O)C1CC1
  -8[16.7 µM]	1	0.4
- CNC[C@@H]1Oc2ncc(-c3cccc(C(=O)N(C)C)c3)cc2C(=O)N([C@@H](C)CO)C[C@@H]1C
  -2[16.7 µM]	-1	-2.0

Each structure is followed by: miR-122 sensor	PGC1a acetyl inh	E-selectin induc
- Cc1ccc(S(=O)(=O)N(C)C[C@H]2Oc3ccc(NS(=O)(=O)c4cn(C)cn4)cc3C(=O)N([C@H](C)CO)C[C@H]2C)cc1
  3[16.7 µM]	13	0.3
- CCCNC(=O)C[C@H]1CC[C@H]2[C@H](COc3ccc(NC(=O)c4cccc(Cl)c4)cc3C(=O)N2C)O1
  30[16.7 µM]	-6	0.0
- C[C@H](CO)N1C[C@H](C)[C@H](CN(C)C(=O)C2CC2)Oc2cc(-c3cccnc3)ccc2S1(=O)=O
  -10[16.7 µM]	0	0.7
- COc1ccc(NC(=O)N(C)C[C@H]2Oc3c(NC(=O)Nc4ccc(C(F)(F)F)cc4)cccc3C(=O)N([C@H](C)CO)C[C@H]2C)cc1
  -4[16.7 µM]	3	1.1
- C[C@@H]1CN([C@@H](C)CO)C(=O)c2cc(-c3ccc(F)cc3)cnc2O[C@@H]1CN(C)C(=O)Nc1ccc(F)cc1
  8[16.7 µM]	0	0.0
- CCCN(C)C[C@H]1OCCCC[C@@H](C)Oc2ccc(NS(=O)(=O)c3ccc(OC)cc3)cc2C(=O)N([C@@H](C)CO)C[C@H]1C
  3[16.7 µM]	-17	-0.1
- C[C@H]1CN([C@@H](C)CO)C(=O)c2cc(NC(=O)Nc3ccccc3)ccc2O[C@@H]1CN(C)C(=O)Nc1ccc2c(c1)OCO2
  5[16.7 µM]	-3	0.1
- C[C@@H]1CN([C@@H](C)CO)C(=O)c2cc(C#CC(C)(C)O)cnc2O[C@@H]1CN(C)Cc1cccc(F)c1
  5[16.7 µM]	-5	-0.5
- C[C@@H]1CN([C@@H](C)CO)C(=O)c2cc(N(C)C)ccc2O[C@@H]1CN(C)Cc1ccc(Oc2ccccc2)cc1
  -5[16.7 µM]	-6	0.0
- C[C@@H]1CN([C@@H](C)CO)C(=O)CCCn2cc(nn2)CO[C@@H]1CN(C)Cc1ccc(C(F)(F)F)cc1
  4[16.7 µM]	-2	0.2
- CCc1cccc2c(C#N)cn(CC(=O)NCCOC)c12
  -5	-5	0.6
- Cc1ccccc1N=C1SC(CC(=O)Nc2ccc3ccccc3c2)C(=O)N1Cc1ccccn1 (stereo not drawn)
  -10	7	0.5
- Cc1cc(OCCn2cnc3ccccc3c2=O)cc(C(C)C)c1
  -10	-11	0.0
- C[C@@H]1CN([C@H](C)CO)S(=O)(=O)c2ccc(C3=CCCC3)cc2O[C@@H]1CN(C)C(=O)C1CC1
  0[16.7 µM]	-12	-0.3
- Cc1ccc(S(=O)(=O)Nc2ccc3c(c2)C(=O)N([C@@H](C)CO)C[C@H](C)[C@@H](CN(C)Cc2ccc(Oc4ccccc4)cc2)O3)cc1
  -6[16.7 µM]	-3	0.8

compound	miR-122 sensor	PGC1a acetyl inh	E-selectin induc
Cc1ccc(S(=O)(=O)Nc2ccc3c(c2)C(=O)N([C@@H](C)CO)C[C@H](C)[C@@H](CN(C)CC2CC2)OCCCC[C@H](C)O3)cc1	1[16.7 µM]	-12	-0.1
C[C@H](CO)N1C[C@H](C)[C@@H](CN(C)Cc2ccccc2)Oc2cc(C3=CCCCC3)ccc2S1(=O)=O	51[16.7 µM]	25	0.8
FC(F)(F)c1cnc(Oc2ccc(-c3nnco3)cc2)c(Cl)c1	4	18	5.3
C[C@@H]1CN([C@@H](C)CO)S(=O)(=O)c2ccc(C#CCN(C)C)cc2O[C@H]1CN(C)C(=O)C1CC1	3[16.7 µM]	-9	0.6
C[C@@H]1CN([C@@H](C)CO)C(=O)Cc2cc(NC(=O)CCC(F)(F)F)ccc2O[C@H]1CN(C)C(=O)Nc1cccc2ccccc12	-3[16.7 µM]	3	0.3
Cc1ccc(S(=O)(=O)N(C)C[C@H]2Oc3ccc(NC(=O)Nc4cccc5ccccc45)cc3C(=O)N([C@@H](C)CO)C[C@H]2C)cc1	29[16.7 µM]	-16	0.5
CO[C@@H]1CN(C)C(=O)c2ccc(NC(C)=O)cc2OC[C@H](C)N(C(=O)CN2CCOCC2)C[C@@H]1C	1[16.7 µM]	-8	-0.2
C[C@H]1CN([C@@H](C)CO)S(=O)(=O)c2ccc(-c3ccc(C(=O)N(C)C)cc3)cc2O[C@H]1CN(C)C(=O)C1CC1	4[16.7 µM]	-1	-0.4
C[C@H]1CN([C@@H](C)CO)C(=O)c2cc(NS(=O)(=O)c3ccccc3)ccc2O[C@@H]1CN(C)S(=O)(=O)c1ccc(Cl)cc1	7[16.7 µM]	-23	-0.1
COc1ccc(NC(=O)Nc2cccc3c2O[C@@H](CN(C)C(=O)NC(C)C)[C@@H](C)CN([C@H](C)CO)C3=O)cc1	-1[16.7 µM]	-10	-3.0
C[C@@H]1CN([C@H](C)CO)S(=O)(=O)c2ccc(C#CC3CC3)cc2O[C@@H]1CN(C)Cc1cncnc1	28[16.7 µM]	10	0.1
CCC(=O)Nc1ccc2c(c1)C(=O)N(C)C[C@H](OC)[C@@H](C)CN(Cc1nccs1)[C@@H](C)CO2	2[16.7 µM]	5	0.4
COc1ccc(NC(=O)N(C)C[C@H]2Oc3ccc(NC(=O)NC4CCCCC4)cc3CC(=O)N([C@@H](C)CO)C[C@H]2C)cc1	-3[16.7 µM]	-24	-2.0
C[C@@H]1CN([C@H](C)CO)C(=O)c2cc(C#CC3CCCCC3)cnc2O[C@@H]1CN(C)C	-9[16.7 µM]	-7	0.5
C[C@H]1CN([C@@H](C)CO)C(=O)c2cc(NS(=O)(=O)c3ccc(Cl)cc3)ccc2O[C@H]1CN(C)C(=O)Nc1ccc(C(F)(F)F)cc1	2[16.7 µM]	-1	0.7
COc1ccc(-c2cnc3c(c2)C(=O)N([C@H](C)CO)C[C@H](C)[C@H](CN(C)S(=O)(=O)c2ccc(OC)cc2)O3)cc1	6&-2[16.7 µM]	22&-3	-0.2
Cc1ccc(S(=O)(=O)Nc2cccc3c2O[C@@H](CN(C)Cc2ccc(Cl)c(Cl)c2)[C@@H](C)CN([C@H](C)CO)C3=O)cc1	37[16.7 µM]	8	-0.7
C[C@@H]1CN([C@H](C)CO)S(=O)(=O)c2ccc(-c3ccccc3)cc2O[C@H]1CN(C)C(=O)C1CCC1	9[16.7 µM]	-4	0.1
C[C@H](CO)N1C[C@H](C)[C@H](CN(C)C(=O)c2ccccc2F)Oc2cc(-c3ccccc3)ccc2S1(=O)=O	-8[16.7 µM]	-11	0.0
CC(=O)N(C)C[C@H]1Oc2cc(C#CC3CC3)ccc2S(=O)(=O)N([C@H](C)CO)C[C@H]1C	-8[16.7 µM]	7	?
COc1cc(-c2nc(-c3ccc4c(c3)-c3ccccc3S4(=O)=O)c(-c3ccccc3)[nH]2)cc(OC)c1O	5	8	8.5
C[C@@H]1CN([C@H](C)CO)C(=O)c2cc(NC(=O)c3ccncc3)ccc2O[C@@H](C)CCCCO[C@H]1CN(C)Cc1ccncc1	2[16.7 µM]	-7	-0.3
Cc1noc(C)c1S(=O)(=O)Nc1ccc2c(c1)C(=O)N([C@@H](C)CO)C[C@@H](C)[C@@H](CN(C)C(=O)Nc1ccc(F)cc1)O2	-1[16.7 µM]	-3	0.1
C[C@@H]1CN([C@H](C)CO)S(=O)(=O)c2ccc(C3=CCCCC3)cc2O[C@@H]1CN(C)C	4[16.7 µM]	-14	-0.3
C[C@@H]1CCCCO[C@@H](CN(C)S(C)(=O)=O)[C@H](C)CN([C@H](C)CO)C(=O)c2cc(NC(=O)CCC(F)(F)F)ccc2O1	16[16.7 µM]	16	0.0
CNC[C@H]1Oc2cc(-c3ccncc3)ccc2S(=O)(=O)N([C@H](C)CO)C[C@@H]1C	3[16.7 µM]	-2	-0.4
CCCNC(=O)Nc1ccc2c(c1)C(=O)N(C)C[C@@H](OC)[C@H](C)CN(CC1CCCC1)[C@H](C)CO2	1[16.7 µM]	18	-0.1
Cc1noc(C)c1NC(=O)Nc1ccc2c(c1)C(=O)N([C@@H](C)CO)C[C@H](C)[C@H](CN(C)S(=O)(=O)c1ccccc1)O2	2[16.7 µM]	-8	0.5
C[C@@H]1CCCCO[C@@H](CN(C)C(=O)Cc2ccccc2)[C@H](C)CN([C@@H](C)CO)C(=O)c2cc(NS(C)(=O)=O)ccc2O1	-5[16.7 µM]	-3	15
Cc1ccc(CN(C)C[C@@H]2OCc3cn(nn3)CCCC(=O)N([C@@H](C)CO)C[C@H]2C)cc1	-4[16.7 µM]	1	0.0

compound	miR-122 sensor	PGC1a acetyl inh	E-selectin induc
O=C(N1CCCC1)n1c(Cc2ccccc2)nc2ccccc21	4	13	-0.5
C[C@H](CO)N1C[C@H](C)[C@@H](CN(C)Cc2ccc(C(F)(F)F)cc2)Oc2ccc(NS(=O)(=O)c3ccc(Cl)cc3)cc2C1=O	-1[16.7 µM]	6	1.9
C[C@@H]1CN([C@H](C)CO)S(=O)(=O)c2ccc(-c3ccncc3)cc2O[C@@H]1CN(C)Cc1ccncc1	-1[16.7 µM]	16	-0.1
Cc1ccc(-c2ccc3c(c2)O[C@H](CN(C)Cc2cncnc2)[C@H](C)CN([C@@H](C)CO)S3(=O)=O)cc1	-57[16.7 µM]	-3	0.5
